GSK3 alpha inh: inhibitors of human GSK-3 alpha kinase; P49840; ADP-Glo luminescence, 60 min; inhibition, % at 10 µM; 320,000 compounds, 0.1% hits; AID 2650;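 in the data active means inhibition above about 50%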;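 further: GST-tagged GSK-3 alpha with peptide substrate and 25 µM ATP; 0% = DMSO neutral wells and 100% = GW8510 positive control wells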
Target sequence (P49840 whole entry, looked up): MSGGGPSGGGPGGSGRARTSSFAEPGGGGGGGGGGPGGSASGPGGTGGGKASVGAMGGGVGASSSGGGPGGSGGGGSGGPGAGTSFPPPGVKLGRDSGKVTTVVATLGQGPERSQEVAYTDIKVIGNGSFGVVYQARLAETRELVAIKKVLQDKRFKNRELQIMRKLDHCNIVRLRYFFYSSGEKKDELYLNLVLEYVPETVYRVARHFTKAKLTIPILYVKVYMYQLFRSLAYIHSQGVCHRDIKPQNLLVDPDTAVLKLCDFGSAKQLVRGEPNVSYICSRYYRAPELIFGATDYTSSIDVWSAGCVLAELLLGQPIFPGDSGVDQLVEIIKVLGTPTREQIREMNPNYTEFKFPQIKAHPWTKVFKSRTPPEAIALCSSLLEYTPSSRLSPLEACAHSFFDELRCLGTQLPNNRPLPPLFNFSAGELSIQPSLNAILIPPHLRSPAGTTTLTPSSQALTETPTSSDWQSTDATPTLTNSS
HSP90 inh: inhibitors of HSP90 luciferase refolding in rabbit reticulocyte lysate; 290,000 compounds, 0.91% hits; inhibition, % at 5.6 µM; luciferase refolding luminescence, 3 h;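 active means inhibition above the screen-wide mean plus 3 SD, computed separately per campaign, cut at about 16% in these data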;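 further: 0% = DMSO wells and 100% = 60 µM geldanamycin wells; inhibitors lower the luminescence because luciferase stays unfolded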
AI-2 QS modul: modulates the Vibrio harveyi AI-2 quorum sensing system. Vibrio harveyi JMH597 AI-2 luminescence/OD600 ratio, 9 h; active compounds read low; strain lacks LuxN and CqsS sensors; 0 = neutral-control median. activity change, % at 7.5 µM. 300,000 compounds, 0.4% hits; in the data active means activity change below about -75%, passing the limit was not always enough;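 further: luminescence divided by OD600 gain over 9 h not by final OD600 alone; inactives centre near 13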
HIF act: HIF pathway transcriptional activation; U2OS HRE-luciferase reporter, luminescence; normalized: DMSO 0%, desferrioxamine 100%; activation, % at 7.5 µM (by protocol); AID 1910; 300,000 compounds, 0.32% hits;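 active means mean activation of at least 10% of the iron chelator positive control signal, with at least half of replicates also reaching 10%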
IEC-6 tox: counter-screen for KLF5 inhibitors: cytotoxicity in IEC-6 cells | AID 1825 | inhibition, % at 5 µM | IEC-6 cytotoxicity, luminescence viability | 290,000 compounds, 0.78% hits; in the data active means inhibition above about 22%;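 further: 0% = plate median of test compound wells and 100% = cytotoxic reference compound wells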
HSF-1 act: increases HSF-1 driven luciferase reporter signal. NIH3T3-HGL HSF-1 luciferase reporter, MG132, 8 h; 100% = twice DMSO control signal. activation, % at 9 µM. 300,000 compounds, 1.7% hits. AID 504408;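 active means mean replicate activation of at least 50% with a set share of replicates each reaching 50%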;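 further: 0% = median of the neutral control wells and 100% = twice that signal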
HSF1 inhib: HSF1 inhibition; activity change, negative = inhibition, % at 7.5 µM (by protocol); NIH3T3-HGL HSE-luciferase, MG132-induced, luminescence 8 h; active compounds read low; 300,000 compounds, 0.77% hits;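 active means more than half of replicate wells show activity change below -50%, luminescence cut by over half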;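 further: luciferase reports HSF-1 transcriptional activity via heat shock element; 0% = median of DMSO wells and -100% = zero luminescence signal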
KLF5 inhibitor: kruppel-like factor 5 inhibition; AID 1700; 290,000 compounds, 0.23% hits; DLD-1 KLF5 promoter-luciferase reporter, luminescence; inhibition, % at 5 µM;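 active means inhibition above a per-plate limit of that plate's mean compound inhibition plus 3 SD, cut at about 60% in these data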;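 further: 0% = DMSO wells and 100% = LY294002 at 200 µM; higher means less KLF5 promoter-driven luciferase light; inactives centre near -14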
GSK3beta inhib: blocks human GSK3beta kinase activity; GST-GSK3beta kinase, ADP-Glo luminescence, 60 min; active compounds read low; activity score (negative = inhibition), % at 10 µM; 300,000 compounds, 0.038% hits; AID 2097;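 active means more than half of replicate wells score below -50%, meaning over 50% inhibition versus plate controls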;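 further: 0% = median DMSO wells and -100% = median GW8510 positive control wells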
Target sequence (P49841 whole entry, looked up): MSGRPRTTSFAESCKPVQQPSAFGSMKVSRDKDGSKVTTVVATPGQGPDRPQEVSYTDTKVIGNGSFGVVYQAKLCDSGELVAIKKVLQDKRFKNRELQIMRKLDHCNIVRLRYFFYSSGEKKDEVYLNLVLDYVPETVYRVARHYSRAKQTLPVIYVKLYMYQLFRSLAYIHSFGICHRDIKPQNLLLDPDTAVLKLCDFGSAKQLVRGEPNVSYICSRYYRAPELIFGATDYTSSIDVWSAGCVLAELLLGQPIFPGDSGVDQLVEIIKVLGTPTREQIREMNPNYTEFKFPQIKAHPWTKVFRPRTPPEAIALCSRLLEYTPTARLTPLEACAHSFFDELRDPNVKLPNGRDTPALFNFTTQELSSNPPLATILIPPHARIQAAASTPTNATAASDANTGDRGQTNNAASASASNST
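Assay system: GST-fused GSK3beta enzyme, cell-free / Medium: Tris pH 7.5 buffer with MgCl2, DTT, BSA, heparin / Also added: peptide substrate plus 25 µM ATP (final) / Compound: 10 µM single point / Timing: kinase reaction with compound 60 min at room temperature / Detection: ADP-Glo luminescence / Benchmarks: DMSO neutral wells and GW8510 at 20 µM as positive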
aSyn UTR inh: 5' untranslated region of α-synuclein, MLPCN primary screen | 300,000 compounds, 0.82% hits | inhibition, % (tested at 7.5 µM) | alpha-synuclein 5'UTR reporter, inhibitor activity; in the data active means inhibition above about 60%;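 further: H4 neuroglioblastoma cells stably carrying SNCA 5'UTR luciferase fusion; 0% = DMSO wells and 100% = positive control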
An asterisk follows results filed as active; · = not tested or not shown; & = joins results of further samples; ! = not active in a repeat.

[1] CC(C)CN(C(=O)c1cccc(S(=O)(=O)N2CCN(Cc3ccccc3)CC2)c1)C1CCS(=O)(=O)C1 (stereo not drawn)
[2] S=C(NCc1ccccc1)NCc1ccc2c(c1)OCO2
[3] COc1ccccc1C(CNc1nc(C(F)(F)F)nc2ccccc12)N(C)C (stereo not drawn)
[4] Cn1c(=O)c2c(nc(-n3ccnc3)n2Cc2ccccc2)n(C)c1=O
[5] Cc1ccc(CNC(=O)CCNC(=O)c2ccco2)cc1
[6] COC(=O)c1ccc(NCCC(=O)O)cc1
compound no. | 1 | 2 | 3 | 4 | 5 | 6
GSK3 alpha inh | -1 | 45 | 3 | -2 | -1 | -1
HSP90 inh | · | 1 | -2 | 1 | 2 | 3
AI-2 QS modul | -13 | -4 | 2 | 33 | -2 | 15
HIF act | -0.6 | -0.4 | -0.5 | -2.2 | 2.0 | -0.1
IEC-6 tox | · | 3 | 0 | 0 | 2 | -7
HSF-1 act | 11 | 7 | 7 | 7 | 2 | -7
HSF1 inhib | 3 | -3 | 1 | -8 | 0 | -5
KLF5 inhibitor | · | -8 | -16 | -20 | -15 | -34
GSK3beta inhib | -1 | -13 | 2 | 1 | 0 | 1
aSyn UTR inh | 7 | 18 | -4 | 6 | -21 | -20

[7] COc1ccccc1N1CCN(C(=O)c2cc(=O)c3cc(C)cc(C)c3o2)CC1
[8] O=C(CN1CCN(Cc2ccccc2)C1=O)NCCCN1CCOCC1
[9] COc1cccc(CNC(=O)C(=O)NCC2CCCO2)c1 (stereo not drawn)
[10] CC(=O)Nc1cccc(OCC(=O)Nc2ccc(F)cc2)c1
[11] O=S(=O)(Nc1cccc(-c2cn3c(n2)SCC3)c1)c1cccs1
[12] CCSc1nnc2c(n1)OC1(CCCC1)Nc1ccccc1-2
compound no. | 7 | 8 | 9 | 10 | 11 | 12
GSK3 alpha inh | -1 | 2 | 1 | 2 | -6 | 3
HSP90 inh | 7 | -2 | 2 | 7 | -2 | -5
AI-2 QS modul | -5 | -17 | 16 | -6 | 32 | 11
HIF act | 0.6 | -0.6 | -0.1 | 1.1 | -0.3 | 0.1
IEC-6 tox | 94* | 7 | -1 | 3 | -4 | -4
HSF-1 act | -16 | 10 | -8 | 11 | -18 | 10
HSF1 inhib | -13 | -2 | 0 | 11 | 4 | -3
KLF5 inhibitor | 88* | 2 | -13 | -32 | -26 | -18
GSK3beta inhib | -5 | -9 | -1 | -3 | 0 | 5
aSyn UTR inh | 78* | 4 | 3 | -78 | 7 | -35

[13] COc1cc(OC)cc(C(=O)NCc2n[nH]c(=S)n2-c2ccccc2OC)c1
[14] COC(=O)C(CSCc1ccccc1)NC(=O)CSc1nc(N)cc(=O)[nH]1 (stereo not drawn)
[15] CCOC(=O)C(CC(=O)O)=C(c1ccccc1)c1ccccc1
[16] COc1ccc(-n2c(SCC(=O)N3CCOCC3)nc(O)cc2=O)cc1
[17] CC(=O)c1ccc(OCC(O)CN2CCN(Cc3ccc4c(c3)OCO4)CC2)cc1 (stereo not drawn)
[18] O=C(Nc1nnc(Cc2ccccc2)s1)c1cnccn1
compound no. | 13 | 14 | 15 | 16 | 17 | 18
GSK3 alpha inh | -3 | -1 | -6 | -1 | -1 | 1
HSP90 inh | 6 | 4 | -1 | -5 | 2 | -1
AI-2 QS modul | 8 | 15 | 21 | 13 | 16&24 | 0
HIF act | -0.4 | -0.1 | -2.2 | -0.3 | · | 1.9
IEC-6 tox | 5 | 1 | -11 | -3 | 10 | -2
HSF-1 act | -34 | -9 | 21 | 30 | -7&-66 | 24
HSF1 inhib | -18 | -1 | 2 | 4 | -61*! | 8
KLF5 inhibitor | 12 | 22 | 4 | -28 | -2 | -22
GSK3beta inhib | 2 | -1 | 2 | -1 | 0&2 | 0
aSyn UTR inh | -19 | 5 | -7 | -25 | 9&-14 | -47

[19] Cc1cc([N+](=O)[O-])ccc1NC(=O)/C=C/c1cccs1
[20] COc1ccc(Cn2c(-c3ccc(Br)cc3)c[n+]3ccccc23)cc1
[21] CCCCC(=O)Nc1cccc(NC(=S)NC(C)=O)c1
[22] CCCCN1C(=O)c2ccc(C(=O)Nc3ccc(S(=O)(=O)N(C)C)cc3)cc2C1=O
[23] Clc1ccccc1CSc1nc2ccncc2[nH]1
[24] CC(C)(C)NS(=O)(=O)c1ccc(OCC(=O)NCCC2=CCCCC2)cc1
compound no. | 19 | 20 | 21 | 22 | 23 | 24
GSK3 alpha inh | -4 | 0 | -1 | -2 | 0 | 0
HSP90 inh | -2 | -2 | 2 | -1 | 3 | 1
AI-2 QS modul | 18 | 16 | 7 | 16 | -11 | 9
HIF act | 1.1 | 1.1 | -0.4 | 0.0 | 3.2 | -0.4
IEC-6 tox | -6 | 2 | 0 | -8 | -1 | 0
HSF-1 act | 24 | 62* | 17 | 1 | 27 | -1
HSF1 inhib | 14 | 34 | -3 | -5 | 13 | 1
KLF5 inhibitor | -46 | -13 | -9 | 10 | -109 | -35
GSK3beta inhib | 0 | -4 | 0 | 2 | 4 | 2
aSyn UTR inh | -158 | -143 | 31 | 1 | -79 | 21

[25] COc1cccc(C(=O)NNC(=O)Cc2cccs2)c1
[26] NC(=O)CC(NC(=O)Cc1ccc(Br)cc1)c1ccc(N2CCC(Cc3ccccc3)CC2)c([N+](=O)[O-])c1 (stereo not drawn)
[27] CC(C)CN(C(=O)COC(=O)c1ccc(Br)cc1)c1c(N)n(Cc2ccccc2)c(=O)[nH]c1=O
[28] Cc1ccc2cc(CCNC(=O)c3ccco3)c(=O)[nH]c2c1C
[29] CN(C(=O)C1CCCN(c2ncnc3c2nc2n3CCCCC2)C1)c1cccc(Cl)c1 (stereo not drawn)
[30] CC(C)CCN(C(=O)Cc1ccccc1F)c1c(N)n(Cc2ccccc2)c(=O)[nH]c1=O
compound no. | 25 | 26 | 27 | 28 | 29 | 30
GSK3 alpha inh | -2 | 0 | -1 | -6 | 1 | -1
HSP90 inh | 3 | · | · | -1 | -1 | 11
AI-2 QS modul | 17 | 24 | 31 | 18 | 2 | 23
HIF act | 0.3 | 0.9 | -16 | 3.2 | -0.5 | -0.4
IEC-6 tox | 4 | · | · | -6 | 9 | 2
HSF-1 act | 18 | -38 | 11 | 46 | -1 | -26
HSF1 inhib | 6 | -39 | 2 | 29 | -7 | -11
KLF5 inhibitor | -15 | · | · | -147 | -11 | -18
GSK3beta inhib | -2 | 1 | -1 | 1 | -3 | 1
aSyn UTR inh | -8 | 40 | 32 | -138 | 14 | 20

[31] Cc1csc(C(C#N)C(=O)c2cc3ccccc3o2)n1 (stereo not drawn)
[32] CCc1nnc(NC(=O)[C@@H](NC(=O)c2cc(OC)cc(OC)c2)C(C)C)s1
[33] CCNS(=O)(=O)c1ccc(CCC(=O)Nc2ccc3c(c2)OCCO3)cc1
[34] CCCN(CC(=O)Nc1ccc(F)c(F)c1F)C(=O)C1CC(=O)N(Cc2ccccc2)C1 (stereo not drawn)
[35] COC(=O)c1ccccc1NC(=S)N(Cc1ccc2c(c1)OCO2)Cc1cc2cccc(C)c2[nH]c1=O
[36] C/C(=N\NC(=O)c1ccc2c(c1)OCO2)c1cccnc1
compound no. | 31 | 32 | 33 | 34 | 35 | 36
GSK3 alpha inh | -2 | -4 | -5 | 1 | -3 | 1
HSP90 inh | 8 | 0 | -6 | · | 2 | 2
AI-2 QS modul | 17 | 8 | 13 | 10 | 35 | 10
HIF act | 0.4 | -0.4 | -3.0 | -0.5 | -0.2 | 4.5
IEC-6 tox | 5 | -12 | -6 | · | 4 | 15
HSF-1 act | -16 | 13 | -18 | -30 | -1 | -5
HSF1 inhib | -17 | -8 | -4 | -4 | 8 | -9
KLF5 inhibitor | -88 | -7 | -15 | · | -8 | -86
GSK3beta inhib | -2 | 2 | -3 | 0 | -2 | 1
aSyn UTR inh | -145 | -3 | -4 | -7 | 22 | -36

[37] COc1ccc(NC(=S)N2CCC(c3nc4ccccc4o3)CC2)c(OC)c1
[38] Cc1cccc(C)c1OCc1cc(C(=O)NCc2cn(C)nc2C)no1
[39] Cc1nnc(-c2cnn(C)c2N)n1CCCN(C)C
[40] COc1ccc(C2=CSC3=C(C(=O)c4cccc(S(=O)(=O)N(C)C)c4)CCN23)cc1
[41] O=C(CC(=O)N/N=C/c1ccc(Cl)cc1Cl)NCc1ccccc1
[42] N#CC1(Cc2ccccc2)c2ccccc2C=CN1C(=O)c1ccccc1 (stereo not drawn)
compound no. | 37 | 38 | 39 | 40 | 41 | 42
GSK3 alpha inh | 2 | -2 | 1 | -1 | · | 5
HSP90 inh | 0 | 1 | 1 | 8 | 1 | 6
AI-2 QS modul | 11 | 8 | 30 | 2 | -3 | 0
HIF act | 0.3 | 0.3 | -0.7 | -0.1 | 2.5 | -0.4
IEC-6 tox | 5 | -1 | 6 | 4 | 4 | 0
HSF-1 act | 4 | 13 | 9 | 4 | -7 | 18
HSF1 inhib | 0 | 3 | 1 | 10 | 1 | -2
KLF5 inhibitor | -49 | -61 | 1 | -18 | -24 | -58
GSK3beta inhib | 1 | 0 | 3 | -1 | -6 | -1
aSyn UTR inh | -2 | -24 | 6 | -13 | 13 | 7

[43] COc1ccc(S(=O)(=O)NCc2ccco2)cc1N(C)S(=O)(=O)c1ccccc1
[44] O=C(NCCCc1ccccc1)c1cccs1
[45] CCCCc1n[nH]c2c1/C(=N/O)CC(C)(C)C2
[46] CCCOC(=O)Cc1n[nH]c(=O)[nH]c1=O
[47] Cc1nc2ccc([N+](=O)[O-])cc2c(=O)n1Cc1ccc(Br)cc1
compound no. | 43 | 44 | 45 | 46 | 47
GSK3 alpha inh | 1 | 0 | -1 | 0 | -2
HSP90 inh | 13 | 0 | -2 | -3 | 5
AI-2 QS modul | 6 | -53 | · | 6 | 7
HIF act | -0.1 | 1.5 | 0.5 | -0.8 | -0.3
IEC-6 tox | 1 | 6 | 1 | -8 | 12
HSF-1 act | -2 | 25 | -21 | 8 | -4
HSF1 inhib | -1 | -2 | 4 | -3 | -7
KLF5 inhibitor | -29 | -32 | -18 | -47 | -10
GSK3beta inhib | 1 | 4 | · | -3 | 1
aSyn UTR inh | -18 | -88 | -6 | 0 | 20
